# Screening data as filed in PubChem.
# S3 lipid droplet: qHTS Assay for Lipid Storage Modulators in Drosophila S3 Cells; Potency in µM for hits, for the others lipid storage change, negative = inhibition, % at the top dose, mostly 46.1 µM; 320,000 tested, 0.64% active; Drosophila S3 cells, BODIPY lipid droplet fluorescence, 18-24 h; cells fed with added oleic acid; AID 2685; active = well fitted inhibition curve with a large enough effect in the signal ratio, with a control signal flat, not every such curve was filed as active; inconclusive = small, poorly fitted or top-dose-only effect, or effect the other way, or a change in a side signal; the % refers to the signal ratio
#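 Drosophila S3 cells loaded with oleic acid (400 uM, as added) and compounds at several concentrations; lipid droplets imaged by 488-nm laser-scanning cytometry, 500–530 nm intensity and object ratio to cell channel. Percent activity normalized to 20 uM Triacsin C.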
# S3 lipid droplet cell count max: recorded beside S3 lipid droplet, whose call it bears; cell number change, %; measured here: cell count max response;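 cells counted by Cell Tracker Red CMTPX staining in the red channel; peak over a dose series mostly up to 46.1 µM; percent activity relative to internal control wells on each plate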
# * = called active by the depositor; i = inactive; ? = inconclusive; . = no result given; [ ] = another dose, or the depositor's remark. % is set by controls: 0 for no effect and ±100 for the full control effect; potency is the fitted concentration of half-maximal effect.
SMILES,S3 lipid droplet,S3 lipid droplet cell count max
CCOC(=O)CC1C(=O)NC2CCCCC2N1C(=O)Nc1ccc(Cl)cc1 (stereo not drawn),?,.
Cc1ccc(C(=O)N/N=C\c2ccc(OC(=O)c3cccc(F)c3)cc2)cn1,10%,12
COC(=O)c1ccc(NC(=O)CCc2nnc3ccc(N4CCC5(CC4)OCCO5)nn23)cc1,i,-17
CCN(c1nc(C)cc(OC)n1)S(=O)(=O)c1ccccc1,i,.
Cc1ccc(S(=O)(=O)NNC(=O)c2ccc(NC(=O)C3CC3)cc2)cc1,?,.
O=C(NCc1cccnc1)C1CC(c2ccccc2O)=NO1 (stereo not drawn),?,.
COc1ccccc1C(CNC(=O)c1cccc(S(=O)(=O)NCc2ccccc2)c1)N(C)C (stereo not drawn),2%,-1
CC1CCc2nn(CC(=O)NCCCN3CCOCC3)cc2C1 (stereo not drawn),?,.
CCCCCCOc1ccc(N2C(=O)CC(N(CCc3ccc(S(N)(=O)=O)cc3)C(C)=O)C2=O)cc1 (stereo not drawn),-1%,-2
COc1cc2c(cc1OC)CN(C(=O)c1oc3ccccc3c1C)CC2,?,.
O=S(=O)(c1ccc(NC(=S)NN=C(C2CC2)C2CC2)cc1)N1CCOCC1,?,.
CC(NC(=O)C1CCC(CNS(=O)(=O)c2ccc3c(c2)C(C)(C)C(=O)N3C)CC1)c1ccccc1 (stereo not drawn),-3%,4
CCCOC(=O)c1ccc(Oc2c(-c3ccc(OC)cc3O)n[nH]c2C)cc1,-5%,-10
Cc1sc2ncnc(-n3cnc4ccccc43)c2c1C,?,.
COc1cc(OC)cc(C(=O)NNC(=O)c2ccccc2Br)c1,?,.

# The last 5 compounds of the section before open the next one:
SMILES,S3 lipid droplet,S3 lipid droplet cell count max
O=S(=O)(c1ccc(NC(=S)NN=C(C2CC2)C2CC2)cc1)N1CCOCC1,?,.
CC(NC(=O)C1CCC(CNS(=O)(=O)c2ccc3c(c2)C(C)(C)C(=O)N3C)CC1)c1ccccc1 (stereo not drawn),-3%,4
CCCOC(=O)c1ccc(Oc2c(-c3ccc(OC)cc3O)n[nH]c2C)cc1,-5%,-10
Cc1sc2ncnc(-n3cnc4ccccc43)c2c1C,?,.
COc1cc(OC)cc(C(=O)NNC(=O)c2ccccc2Br)c1,?,.
Cc1cccc(CN2CCC(C(=O)Nc3cccc(-c4cscn4)c3)CC2)n1,?,.
COc1ccccc1N1CCN(C(=O)C(C)N(c2ccc(C)c(C)c2)S(C)(=O)=O)CC1 (stereo not drawn),?,.
COc1ccc(-c2nnc(SCC(=O)NNC(=O)c3ccc(C)cc3)o2)cc1,?,.
CC(C)(C)NC(=O)CON=C1c2ccccc2-c2ccccc21,?,.
CCc1ccc(NC(=S)N(CCCN2CCN(C)CC2)Cc2cccs2)cc1,9%,4
COC(=O)c1ccc(C(=O)OC)c(NC(=O)CN2CCCCC2)c1,?,.
Cn1c(CCN2CCCCC2)nc2cc(NS(=O)(=O)c3ccccc3)ccc21,?,.
COc1cc(OC)cc(-c2nnc(SCC(=O)N(Cc3ccccc3)C(C)(C)C)o2)c1,?,.
NC(=O)CSc1nnc(-c2ccco2)n1-c1ccccc1,?,.
Cc1cc(C)c(S(=O)(=O)N(CC(=O)O)CC(=O)O)c(C)c1,?,.
COC(=O)c1c(NC(=O)C(=O)NCCCN2CCOCC2)sc2c1CC(C)(C)OC2,-23%,6
O=C(CSc1nnc(CNC(=O)c2c(F)cccc2Cl)o1)c1ccccc1,3%,-8
CC(C)(C)c1nnc(NC(=O)C2c3ccccc3Oc3ccccc32)s1,11%,2
Cc1ccc(NC(=O)CN2CCc3ccccc3C2)cc1S(=O)(=O)N(C)C,i,.
O=C(CS(=O)CC(=O)NC12CC3CC(CC(C3)C1)C2)Nc1ccc(F)cc1 (stereo not drawn),?,.
NC(=O)c1ccsc1NC(=O)c1nc(-c2ccccc2)n(-c2ccccc2)n1,?,.
O=C(NCCCN1CCOCC1)c1ccc(CS(=O)(=O)Cc2ccccc2Cl)o1,-12%,-1
CCOC(=O)CSc1nc2ccccc2n1CC(=O)N1CCN(c2ccccc2)CC1,?,.
COc1cccc(C(=O)CC(=O)C(=O)Nc2cc(OC)c(OC)c(OC)c2)c1,8%,-13
O=C(CCn1c(=O)oc2ccccc21)NCCN1CCc2ccccc2C1,?,.
CN(Cc1nccs1)C(=O)C1CCC(=O)N(CCc2ccc(Cl)cc2)C1 (stereo not drawn),28%,11
C[C@H](NC(=O)C1CCN(S(=O)(=O)c2ccccc2)CC1)C(=O)NCc1ccc(F)cc1,25%,.
NC(=O)CC(NC(=O)Cc1ccc(Br)cc1)c1ccc(N2CCN(c3ccccn3)CC2)c([N+](=O)[O-])c1 (stereo not drawn),-12%,9
COc1ccc(CNC(=O)C(=O)NCc2cccnc2)cc1,-18%,-13
Oc1ccccc1CN1CCN(C(O)(c2ccccc2)c2ccccc2)CC1,?,.
O=C1c2ccccc2C(=O)N1CSc1nnc(Nc2ccccc2)s1,13%,13
O=C(NCCc1ccc(Cl)cc1)c1cc(-c2ccccn2)nc2ccccc12,?,.
S=C(c1ccc(-c2ccc(Br)cc2)o1)N1CCOCC1,?,.
COc1ccc(NC(=O)Cc2c(SC)c3ccccc3n2Cc2ccccc2)cc1,?,.
Clc1ccc(CSc2ccc(-c3ccccn3)nn2)cc1,?,.
COc1ccccc1NC(=O)c1ccc(NS(=O)(=O)c2cccc3cccnc23)cc1,7%,-1
CC1=C(C(=O)OCCOc2ccccc2)C(c2ccc(C)o2)C2=C(CC(C)(C)CC2=O)N1 (stereo not drawn),?,.
COc1cccc(-c2nc(C(=O)NCCCN3CCOCC3)cc3c2[nH]c2ccccc23)c1,?,.
O=C(NCCCN1CCCC1=O)c1cccc(S(=O)(=O)NCc2ccccc2)c1,?,.
NC(=O)Cn1nnc(-c2ccc(CN3CCCCC3)cc2)n1,?,.
Cc1cc(C(C)(C)C)oc1C(=O)N(CC(=O)NC1CCCC1)Cc1ccccc1,22%,-4
CCc1cccc(C)c1NC(=O)CSc1nc(C)c(C)o1,?,.
CC(c1ccccc1)C1CC(=O)N(c2cc(Cl)ccn2)C1=O (stereo not drawn),9%,0
O=C(/C=C/c1ccccc1[N+](=O)[O-])NCc1ccncc1,2%[9.22 µM],11
CC1CCCCC1NC(=O)c1ccc(N2CCCC2=O)cc1 (stereo not drawn),?,.
COc1ccc(C(=O)c2coc3ccc(OC(C)=O)cc23)cc1,?,.
COC(=O)C(C)Sc1nc2c(cnn2-c2ccc(F)cc2)c(=O)[nH]1 (stereo not drawn),?,.
O=C(O)c1ccnc(SCC(=O)c2ccccc2)c1,?,.
COc1ccc(CC(=O)NC2CCCCCC2)c(OC)c1,?,.
CC1CCN(CC(=O)Nc2ccc(S(=O)(=O)NC3CC3)cc2)CC1,-15%,-6

# The list goes on; the last 3 above are carried over.
SMILES,S3 lipid droplet,S3 lipid droplet cell count max
O=C(O)c1ccnc(SCC(=O)c2ccccc2)c1,?,.
COc1ccc(CC(=O)NC2CCCCCC2)c(OC)c1,?,.
CC1CCN(CC(=O)Nc2ccc(S(=O)(=O)NC3CC3)cc2)CC1,-15%,-6
COc1ccc(C(=O)N2CCOCC2)cc1S(=O)(=O)N1CCCc2ccccc21,19%,-11
CCn1c(SCC(=O)NCc2ccccc2)nc2c(c1=O)SC(C)C2 (stereo not drawn),?,.
CCN(CC)C(=O)c1sc(NC(=O)c2ccc3c(c2)OCO3)c(C#N)c1C,?,.
CCOc1ccc(CCNC(=O)Cn2cccc2C(=O)c2ccccc2)cc1OCC,16µM*,-23*
CCOc1ccc(NC(=O)COc2ccc(C(=O)NCc3cccc(OC)c3)cc2OC)cc1,17%,-7
COc1cccc(CN2CCN(Cc3ccon3)CC2CCO)c1 (stereo not drawn),6%,9
COC(=O)c1cccc(Oc2cccc(C(F)(F)F)c2)n1,?,.
COc1ccccc1N1CCN(C(=O)C2CCCN(c3ncnc4c3nc3n4CCCCC3)C2)CC1 (stereo not drawn),?,.
CC(Oc1ccc2c(-c3ccccc3)cc(=O)oc2c1)C(=O)N1CCC[C@@H]1C(N)=O (stereo partly drawn),?,.
O=C(C1CN(C(=O)c2cc3cc(Cl)ccc3o2)c2ccccc2O1)N1CCCCC1 (stereo not drawn),8%,7
COc1cc(C(=O)N[C@@H](C)C(=O)NCc2ccco2)cc(OC)c1OC,i,-12
O=C(Nc1cccc(S(=O)(=O)Nc2ccccc2Cl)c1)c1ccc(N2CCCC2)c([N+](=O)[O-])c1,0%,9
CN(c1ccccc1)S(=O)(=O)c1cccc(NC(=O)c2nn(C)c(=O)c3ccccc23)c1,-7%,3
Cc1ccc(S(=O)(=O)NCC(=O)OCC(=O)N2CCN(C(=O)c3ccco3)CC2)cc1C,?,.
O=C(O)c1cccc(N=NN2CCCCCC2)c1,9%,7
O=C(Nc1ccc(NC(=O)c2cccc([N+](=O)[O-])c2)cc1)c1cccc([N+](=O)[O-])c1,i,-5
CC(NC(=S)Nc1ccccc1)C1COc2ccccc2O1 (stereo not drawn),?,.
Cc1cccc(-c2noc(CCCC(=O)Nc3cccnc3)n2)c1,?,.
O=C(Nc1ccc(-c2csnn2)cc1)C1CC1,9%,0
CCOC(=O)[C@@H]1[C@H]2COc3ccccc3[C@H]2N2C(=O)N(c3ccccc3)C(=O)[C@]12C,?,.
O=C(C1CC1)N1CCN(S(=O)(=O)c2ccc3c(c2)OCCO3)CC1,13%,.
COc1ccccc1NS(=O)(=O)c1cccc(C(=O)NNC(=O)c2ccc(=O)[nH]c2)c1,3%,-23
CC1CN=C(N(Cc2ccccc2)C(=O)Nc2ccccc2)S1 (stereo not drawn),?,.
O=C(Nc1nnc(-c2ccc(Cl)cc2)o1)Nc1ccccc1Cl,?,.
COC(=O)CN1C(=O)[C@H]2[C@@H](c3ccc(C)o3)N3C(=O)CN(Cc4ccccc4)C(=O)[C@@]3(C)[C@H]2C1=O,i,.
Cc1cccc(NC(=O)N2CCC(n3nnc4cc(C)ccc43)CC2)c1,-12%,9
O=C(CCNC(=O)c1ccco1)Nc1ccc(SC(F)F)cc1,?,.
O=C(CCl)NC(Cc1ccccc1)c1ccccc1 (stereo not drawn),22%,.
O=C(Nc1ccc(F)cc1F)c1ccc(-n2cccn2)nc1,?,.
CN(C(=O)c1ccc(N2CCCCC2)c([N+](=O)[O-])c1)C1(C)CCS(=O)(=O)C1 (stereo not drawn),-4%,-1

# Looked up by structure from the list above:
SMILES,S3 lipid droplet,S3 lipid droplet cell count max
COC(=O)CN1C(=O)[C@H]2[C@@H](c3ccc(C)o3)N3C(=O)CN(Cc4ccccc4)C(=O)[C@@]3(C)[C@H]2C1=O,i,.
CCc1cccc(C)c1NC(=O)CSc1nc(C)c(C)o1,?,.
O=C(O)c1ccnc(SCC(=O)c2ccccc2)c1,?,.
CCOc1ccc(NC(=O)COc2ccc(C(=O)NCc3cccc(OC)c3)cc2OC)cc1,17%,-7

# (cont.)
SMILES,S3 lipid droplet,S3 lipid droplet cell count max
COc1ccc(C2=CC(=O)C[C@H](c3ccc(F)cc3)C2)c(F)c1F,?,.
COCCCN(C(C)=O)c1nc(-c2ccccc2)cs1,?,.
Cc1cc(=O)oc2cc(OCC#N)ccc12,7%,.
CN1C(=O)c2ccccc2Sc2ccc(NC(=O)N3CCOCC3)cc21,i,-14
Cn1cccc1C(=O)NNC(=O)COc1ccc(C#N)cc1,?,.
COc1cccc2c(=O)c3ccoc3n(C)c12,6%,4
Cc1nc2ccccc2n1CCc1nc2c3ccccc3nc(SCC(=O)NCc3ccco3)n2n1,?,.
C/C(CC(=O)Nc1ccc(Br)cc1)=N\NC(=O)Cc1csc(N)n1,20%,5
Cc1ccc(OCCCCn2ccnc2)c(Cl)c1,?,.
O=C(Nc1ccc(Cl)cc1Cl)c1n[nH]c(Cn2cncn2)n1,24%,-7
O=C(COc1ncnc2c1cnn2-c1ccccc1)Nc1ccc(S(=O)(=O)N2CCCCC2)cc1,-1%,-1
COc1ccc(-n2c(CNC(=O)c3cccs3)n[nH]c2=S)cc1,?,.
COc1ccccc1-c1cc(C(=O)NCc2ccccc2)no1,?,.
COc1cc(Cl)ccc1OCc1cc(C(=O)N2CCCCCC2)no1,i,-11
C/C(CC(=O)Nc1ccc2c(c1)OCO2)=N\NC(=O)C(c1ccccc1)c1ccccc1,?,.
COc1ccc(-c2cc(C(=O)N3CCN(c4ccccc4O)CC3)c3ccccc3n2)cc1,?,.
CN(Cc1ccccc1)C(=O)CSc1nc2ccccc2[nH]1,?,.
O=C(O)c1ccc(N2C(=O)/C(=C/c3ccc(-c4ccc([N+](=O)[O-])cc4)o3)C=C2c2ccccc2)cc1,?,.
CCOC(=O)CC(=O)CSCC(=O)Nc1ccc(C)cc1,i,-4
CN(C)C(=O)COC(=O)c1ccc(S(=O)(=O)NCc2ccco2)cc1,6%,.
COc1ccc2sc(-c3ccccc3OC)c(-c3ccc(OC)nc3)c2c1,?,.
CSc1ccccc1NC(=O)NCCCl,?,.
Cc1ccc(C(=O)Nc2ccc(C(=O)N3CCCCC3)cc2)o1,19%,.
CCN1C(=O)[C@@H]2[C@@H](c3ccc(SC4CCCCC4)cc3)N3CCCC[C@@]3(C(=O)OC)[C@@H]2C1=O,?,.
COc1ccc(CNC(=S)NNC(=O)c2cc3ccccc3o2)cc1,i,23

# Only part of the results is shown (hit frequency here may not be typical).
